Screens as filed in PubChem.
S2 tox: Viability Counterscreen for Primary qHTS for Inhibitors of ATXN expression. S2 cells (HEK-293 line with an ATXN2-luciferase reporter) viability, CellTiter-Fluor protease fluorescence, 24 h. Potency, µM (titrated, usually from 56.7 µM), actives largely listed as cytotoxic. actives 0.49% (n = 400,000). AID 651635, 2014; also: potency is read from the fitted curve at half-maximal effect; nearly all actives have a fitted effect of over 40% in size
KB-V1 MDR tox: qHTS assay for MDR1-selective chemotherapeutics: Primary screen using the drug-selected MDR subline cells KB-V1; Potency, µM (doses to about 46.1 µM), for inactives: at the highest dose activity change, negative = cytotoxicity, hits mostly cytotoxic; actives 3.4% (n = 400,000); KB-V1 MDR cells viability, CellTiter-Glo, 72 h; also: potency is read from the fitted curve at half-maximal effect; % is scaled to controls: 0 for no effect and ±100 for the full control effect; nearly all actives have a fitted effect of over 60% in size
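Compound-treated KB-V1 multidrug-resistant cells, 72 h, 37 degrees C; viability by CellTiter-Glo. Fitted qHTS curves give the values.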
IL-1B inflam inh: qHTS for Inhibitors of Inflammasome Signaling: IL-1-beta AlphaLISA Primary Screen; activity change, % at 57.5 µM; actives 4.7% (n = 360,000); THP-1 LPS/ATP IL-1B secretion, AlphaLISA, 16 h; stronger effect = lower value; in the data active = activity change below about -50%; inconclusive = mostly about -30% to -49%; also: % is scaled to controls: 0 for no effect and ±100 for the full control effect
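THP-1 cells pretreated 1 hr with compounds (up to 57.5 uM final), then stimulated with LPS (250 ng/mL final) plus ATP (1.25 mM final); secreted IL-1B measured by AlphaLISA after 16 hr, decreased signal indicating inhibition.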
KB-3-1 tox: qHTS assay for MDR1-selective chemotherapeutics: Primary screen using the parental adenocarcinoma cell KB-3-1; AID 1347075, 2019; KB-3-1 viability, CellTiter-Glo ATP luminescence, 72 h; actives 1.4% (n = 400,000); Potency, µM (titrated, usually from 46.1 µM), without a hit: at the highest dose activity change, negative = cytotoxic, most hits filed as cytotoxic; also: potency is read from the fitted curve at half-maximal effect; % is scaled to controls: 0 for no effect and ±100 for the full control effect; nearly all actives have a fitted effect of over 60% in size
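Luminescent ATP read-out (CellTiter-Glo) measures survival of drug-naive KB-3-1 cells after 72 h compound exposure at 37 °C. Titration series was screened from lowest to highest concentration, with DMSO vehicle plates as background controls.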
HT1080 IDH1KD tx: qHTS for induction of synthetic lethality in tumor cells producing 2HG: qHTS for the HT-1080-IDH1KD cell line; HT-1080 IDH1 knockdown viability, ATP luminescence, 48 h; Potency, µM (doses to about 46.1 µM), without a hit: top-dose activity, negative = toxicity, hits mostly cytotoxic; actives 2% (n = 360,000);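 also: potency is read from the fitted curve at half-maximal effect; 0% = DMSO wells and -100% = cell-free medium wells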
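IDH1KD HT-1080 cells, 750/well, RPMI + 5% FBS; compound pinned after 2 h settling; 48 h, 37 °C; CellTiter-Glo luminescence; % activity normalised to DMSO and no-cell wells; curves fitted, classed by r2 and efficacy.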
MCF10A rereplic: A quantitative high throughput screen for small molecules that induce DNA re-replication in MCF 10a normal breast cells; actives 2.9% (n = 350,000); Potency, µM (series often up to 46.1 µM), for inactives: at the highest dose activity, positive = re-replication, most hits filed as activators; MCF 10A DNA re-replication, Hoechst nuclear intensity, 48 h; also: potency is read from the fitted curve at half-maximal effect; % of control where 0% means no effect; nearly all actives have a fitted effect of over 50% in size
ATXN2 expr inh: Primary qHTS for Inhibitors of ATXN expression; HEK-293 ATXN2-luciferase reporter, luminescence, 24 h; Potency, µM (top dose mostly 57 µM), for the others: at the highest dose activity change, negative = inhibition, hits mostly inhibitors; actives 0.72% (n = 360,000); AID 1745845, 2022; also: potency is read from the fitted curve at half-maximal effect; % is scaled to controls: 0 for no effect and ±100 for the full control effect; nearly all actives have a fitted effect of over 55% in size
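ATXN2-luciferase reporter cells (luciferase flanked by upstream and downstream ATXN2 gene portions) were treated 24 h at 37 °C with compounds at up to 57 uM. SteadyGlo luminescence gave expression; GF-AFC fluorescence gave viability.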
SW480 rerep: A quantitative high throughput screen for small molecules that induce DNA re-replication in SW480 colon adenocarcinoma cells. SW480 DNA re-replication, Hoechst DNA content imaging, 48 h. actives 1.8% (n = 340,000). Potency, µM (series often up to 46.1 µM), for the others: top-dose re-replication activation, most hits filed as activators; also: potency is read from the fitted curve at half-maximal effect; % of control where 0% means no effect; nearly all actives have a fitted effect of over 55% in size
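250 cells/well; 23 nL cpd via pin tool; 48 hr, 37 C, 5% CO2; Hoechst 40 min; imager read of total nuclear intensity, ex 405/em 500-530 nm.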
HT1080-NT tox: qHTS for induction of synthetic lethality in tumor cells producing 2HG: qHTS for the HT-1080-NT fibrosarcoma cell line | HT-1080-NT fibrosarcoma viability, CellTiter-Glo ATP luminescence, 48 h | Potency, µM (series often up to 46.1 µM), for the others: top-dose activity, negative = less viability, usual class: cytotoxic | actives 1.6% (n = 360,000) | AID 686970, 2013;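 also: NT is the 2HG producing partner of a matched IDH1 knockdown line; potency is read from the fitted curve at half-maximal effect; 0% = DMSO-treated cells and -100% = media-only wells without cells; nearly all actives have a fitted effect of over 55% in size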
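Luminescent CellTiter-Glo readout after 48 hours of compound exposure at 37 degrees C defined viability of HT-1080-NT cells. Activity was normalized to DMSO wells and cell-free media wells; concentration-response curves were fitted and assigned curve classes.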
Active calls of the source: *; i = inactive; ? = inconclusive; nt = no result given; & = joins results of further samples; [ ] = another dose, or the depositor's remark. Unless noted, calls follow the shape of the dose curve; as a rule, active = well fitted curve in the direction sought with a large enough effect; inconclusive = small, poorly fitted or top-dose-only effect, or another doubt; inactive = no such curve, though single readings can be large; an effect the other way counts as inactive or inconclusive.

SMILES	S2 tox	KB-V1 MDR tox	IL-1B inflam inh	KB-3-1 tox	HT1080 IDH1KD tx	MCF10A rereplic	ATXN2 expr inh	SW480 rerep	HT1080-NT tox
Cc1cc(C(=O)CN2C(=O)NC3(CCCCC3C)C2=O)c(C)n1Cc1cccs1 (configuration not stated)	i	23µM*	-6	-5%	-4%	15%	61%[activator]	1%	-4%
CSc1c(CC(=O)Nc2ccccc2)n(C)c2ccccc12	i	-22%	18	?	-26%	10%	nt	5%	-22%
S=C(NCCc1ccccc1)Nc1cnc2ccccc2c1	i	0%	33	3%	15%	14%	nt	1%	1%
O=C(c1cc(COc2ccc(F)cc2Cl)on1)N1CCN(c2cnccn2)CC1	i	-12%	-28	18%	8%	0%	4%	-4%	13%
Cn1cccc1C(=O)C(=O)Nc1ccc(F)c(F)c1	i	-16%	0	-7%	12%	0%	75%[activator][11.3 µM]	0%	10%
COC(=O)/C(=C\Nc1ccccc1)NC(=O)c1ccc(Cl)cc1Cl	i	-16%	?	0%	-1%	7%	13%	?	-2%
N#Cc1ccccc1Sc1ccccc1C(=O)NCC(c1ccco1)N1CCCC1 (configuration not stated)	i	?	-13	-12%	-13%	11%	-17%	3%	-9%
CCc1ccccc1N(C)C(=O)c1nn(-c2ccc(OC)cc2)c(=O)c2c1c1ccccc1n2C	?	4%	nt	1%	nt	nt	-8%	nt	nt
Cc1nn(C)c2c1c(-c1ccccc1)cc(=O)n2Cc1ccccc1C#N	i	-10%	nt	-25%	nt	nt	-10%	nt	nt
CCC1(C)Cc2ccccc2-c2nc(NCCO)n(-c3ccc(C)cc3)c(=O)c21 (configuration not stated)	i	-29%	?	0%	-21%	?	-4%	-1%	-19%
COc1cccc(/C=C/c2nc(C#N)c(NCCN(C)C)o2)c1	i	9%	nt	9%	nt	nt	2%	nt	nt
O=C(Nc1ccc2c(c1)Cc1ccccc1-2)c1ccncc1	i	-10%	-12	-3%	-1%	?	14%	-3%	14%
CCOc1ccc(N(C(=O)c2snc(C(N)=O)c2N)C(C(=O)NCC2CCCO2)c2ccco2)cc1 (configuration not stated)	i	-4%	-7	-3%	0%	9%	-3%	?	-14%
CCN(CC)C(=O)Oc1c(Cl)cc(Cl)c2cccnc12	i	-19%	-1	-8%	-14%	1%	-21%	-4%	-6%
CC(=O)c1cccc(N2C(=NC(=O)C3CC3)SC3CS(=O)(=O)CC32)c1 (configuration not stated)	i	-3%	-5	0%	6%	1%	10%	-2%	5%
CCCCC[C@H](O)/C=C/[C@@H]1[C@@H](CCCCCCC(=O)O)[C@@H](O)C[C@H]1O	i	11%	-23	0%	2%	-3%	0%	8%	3%
COc1ccc(/C=N/NC(=O)Cc2n[nH]c(=O)[nH]c2=O)cc1	i	?	2	2%	2%	5%	0%	-3%	17%
CCC(CO)Oc1cc(NCc2ccc(C)c(C)c2)c2ncn(C(C)C)c2c1 (configuration not stated)	?	0%	74	?	-16%	15µM*	?	5.2µM*	?
OCC[C@@H]1C[C@H](O)[C@@H](O)[C@]2(OCCc3cc(C(F)(F)F)ccc32)O1	i	-20%	24	0%	11%	nt	4%	nt	8%
O=C(O)c1ccccc1C1c2ccccc2Oc2ccccc21	i	13%	10	0%	-5%	-28%	7%	1%	-5%

In the list so far, these contain a Cl atom:
SMILES	S2 tox	KB-V1 MDR tox	IL-1B inflam inh	KB-3-1 tox	HT1080 IDH1KD tx	MCF10A rereplic	ATXN2 expr inh	SW480 rerep	HT1080-NT tox
O=C(c1cc(COc2ccc(F)cc2Cl)on1)N1CCN(c2cnccn2)CC1	i	-12%	-28	18%	8%	0%	4%	-4%	13%
COC(=O)/C(=C\Nc1ccccc1)NC(=O)c1ccc(Cl)cc1Cl	i	-16%	?	0%	-1%	7%	13%	?	-2%
CCN(CC)C(=O)Oc1c(Cl)cc(Cl)c2cccnc12	i	-19%	-1	-8%	-14%	1%	-21%	-4%	-6%

More compounds.
SMILES	S2 tox	KB-V1 MDR tox	IL-1B inflam inh	KB-3-1 tox	HT1080 IDH1KD tx	MCF10A rereplic	ATXN2 expr inh	SW480 rerep	HT1080-NT tox
COc1cc(OC)cc(C(=O)NCCSC2CCCCC2)c1	i	-9%	9	-5%	-7%	7%	30%[activator]	-11%	17%
COc1ccc(Cn2nnc3c(=O)[nH]c(C4CCCN(C(=O)c5ccccc5Cl)C4)nc32)cc1OC (configuration not stated)	?	-4%	nt	-12%	nt	nt	8%	nt	nt
CN1CCN(CCC(=O)Nc2ccc(OCc3ccccc3)cc2)CC1	i	0%	12	2%	-13%	16%	-8%	4%	-3%
Fc1cc(Br)ccc1Nc1nc2ccccc2n2nnnc12	i	?	11	-3%	4%	28%	7%	0%	0%
O=C(O)c1ccc(N2CCN(Cc3ccc4c(c3)OCO4)CC2)c([N+](=O)[O-])c1	i	16%	16	2%	-7%	-14%	21%	-79%[inhibitor]	-6%
CCN1C/C(=C\c2cccc([N+](=O)[O-])c2)C(=O)/C(=C/c2cccc([N+](=O)[O-])c2)C1	4.5µM*	?	-104*	0.92µM*	2.3µM*	2.6µM*	3.5µM*	0.58µM*	4.1µM*
CCN(CC)c1ccc(C2C(C(=O)OCCOC)=C(C)NC3=C2C(=O)CC(C)(C)C3)cc1 (configuration not stated)	i	?	12	-13%	-4%[9.24 µM]	3%	-12%	1%	-3%
CN(C)S(=O)(=O)c1cccc(C(=O)Nc2ccc(Cl)cn2)c1	i	23µM*	0	8%	-3%	-2%	17%	4%	-14%
COC(=O)Cc1csc(N)n1	i	26%&-7%	10&38	-2%&2%	15%&12%	8%&2%	-8%&3%	-4%&0%	16%&11%
CCC(=O)NC1CCN(C(=S)NC)CC1	i	-1%	13	-2%	-4%	-1%	-5%	-3%	6%
O=C1CCCCN1CCCC(=O)N1CCCC(Nc2ccc(F)c(F)c2)C1 (configuration not stated)	i	nt	-5	nt	-1%	?	-4%	5%	0%
CCC(CC)C(=O)Nc1nnc(S(=O)(=O)N2CCCC2)s1	i	-4%	-10	6%	3%	2%	1%	-2%	-2%
CN(C)C(=O)C[n+]1cccc(/C=N/O)c1	i	10%	34	18%	10%	-1%	-10%	-1%	7%
Cc1ccccc1CNS(=O)(=O)c1ccc2c(c1)C(C)(C)C(=O)N2C	i	0%	28	-12%	4%	1%	4%	-5%	16%
COc1cccc(C2C(C#N)=C(N)Oc3cc(C)oc(=O)c32)c1OC (configuration not stated)	i	6%	-7	-5%	-1%	-2%	-11%	-1%	-1%
Cc1occc1-c1nnc(SCC(=O)Nc2ccccc2)n1Cc1ccccc1	i	?	-10	10%	0%	?	1%	11%	-12%
CNS(=O)(=O)c1cn(CC(=O)NCc2ccc(N(C)C)cc2)cc1S(=O)(=O)NC	i	27%	1	5%	0%	-3%	-1%	-3%	11%
CCn1ccnc1CNCc1ccc(OCC(O)CN(C)Cc2ccccc2)cc1 (configuration not stated)	?	12%	-8	0%	-3%	17%	nt	-8%	2%
CCCCC(=O)NC(=S)Nc1ccc(NC(=O)C(C)C)c(OC)c1	i	-27%	-8	12%	-7%	1%	7%	-6%	8%
Cc1ccc(NC2CCCN(C(=O)C3CCCC3)C2)cc1C (configuration not stated)	i	?	i	-3%	3%	-10%	7%	15%	-1%
CC(C)(C)NCC(O)COc1ccccc1C1CCCC1 (configuration not stated)	?	?	-23	?	?	-3%	?	?	?
O=C(Nc1ccc2c(c1)nc1n2CCN(Cc2ccccc2)C1)c1cccs1	nt	-1%	-94*	?	1%	12%	nt	-16%	0%
COC(=O)C1=C(C)N(Cc2ccccc2)C(=NCC(C)C)N[C@H]1c1cccc(F)c1	nt	?	0	0%	-15%	-8%	?	?	?
CCc1cc2ccccc2nc1SCC(=O)NC1CCCC1	i	-7%	-11	24%	-1%	?	-5%	-3%	2%
CCOC(=O)c1ccc(NC(=O)Cn2c(=O)cc(C(F)(F)F)c3c(C)nn(C)c32)cc1	i	26%	nt	5%	nt	nt	3%	nt	nt
CC(=O)CN1C(=O)NC2(CCCc3ccccc32)C1=O (configuration not stated)	i	11%	6	1%	2%	1%	-4%	-3%	9%
Cc1cc(=O)oc2c(CN3CCCC3)c(O)c(Cl)cc12	nt	0%	27	14%	22%	?	4%	9%	5%
CN(Cc1ccc(Cl)c(Cl)c1)C(=O)CN1C(=O)NC2(CCCC2)C1=O	i	-4%	-5	8%	-14%	1%	9%	0%	0%
CC1Cc2nc(SCC(=O)Nc3nccs3)n(C)c(=O)c2S1 (configuration not stated)	i	-24%	-4	-3%	-2%	0%	-18%	-4%	-6%
OC1(c2ccccc2)CN(c2ccccc2)C2=[N+]1CCS2 (configuration not stated)	i	-15%	-66*	-1%	1%	26%	3%	?	5%
CCC(CO)Oc1cc(NCc2ccccc2F)c2ncn(C(C)C)c2c1 (configuration not stated)	?	10%	30	8%	-2%	-5%	-23%	17%	-8%
CC(OC(=O)CNC(=O)c1ccc2ccccc2c1)C(=O)N(C)C1CCCCC1 (configuration not stated)	i	-15%	-5	2%	5%	0%	8%	?	6%
Cc1ccc2nc(C3CCCCC3)c(CC(C)(C)C)n2c1	22µM*	0%	33	-3%	?	nt	-32%	nt	16µM*
COc1ccc(N2CCN(C(=O)CSc3ccccc3N)CC2)cc1	i	-7%	5	-6%	7%[9.24 µM]	23%	4%	-1%	-8%
COc1ccc(N/C=C2/Sc3ccccc3NC2=O)cc1	i	-6%	0	1%	-2%	-1%	nt	-87%[inhibitor]	-23%
